Screening results as filed in PubChem BioAssay.
RPL19A TOR yeast: modulators of TOR pathway RPL19A-GFP in S. cerevisiae | S. cerevisiae RPL19A-GFP strain, flow cytometry, 3 h; hits give low values | 330,000 compounds, 0.3% hits | percent response vs DMSO, % at 10 µM;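 active = percent response vs DMSO below 50%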;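 also: median channel GFP fluorescence of the barcoded RPL19A-GFP strain; ratio of sample median GFP to plate DMSO average so 100% = DMSO; lower means less RPL19A-GFP as with rapamycin TOR inhibition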
Yeast superoxide: yeast age-related superoxide inhibition as caloric restriction mimetic; 330,000 compounds, 0.18% hits; superoxide response (% of plate mean), % at 10 µM; S. cerevisiae aged cells, superoxide DHE fluorescence; hits give low values;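 active = superoxide response under a set limit, about three screen SD below normal, cut at about 65% in these data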;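 also: yeast aged for seven days with compound at 30 °C before DHE staining; 100% = average MFI of all compound-treated wells on the plate with controls excluded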
AGP1-GFP MLPCN: modulators of TOR pathway AGP1-GFP in S. cerevisiae. S. cerevisiae AGP1-GFP multiplex flow cytometry, 3 h; GFP as percent of DMSO wells. GFP response vs DMSO, % at 10 µM. 320,000 compounds, 0.02% hits;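 active = GFP response relative to DMSO above a set limit, near screen average plus 3 SD, cut at about 150% in these data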;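 also: median GFP channel fluorescence of the gated AGP1 strain per well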
VLA-4 inh: inhibition in a human VLA-4 binding assay. inhibition, % (about 7 µM as worked out from the volumes in the protocol). P13612. VLA-4 expressing cells, ligand binding flow cytometry. 330,000 compounds, 0.2% hits. AID 2557; in the data active = inhibition above about 50%
CIT2 TOR yeast: yeast TOR pathway CIT2-GFP modulation; S. cerevisiae CIT2-GFP strain, flow cytometry, 3 h; 100 means same as DMSO wells; GFP response vs DMSO, % at 10 µM; 320,000 compounds, 0.065% hits;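 active = GFP response relative to DMSO above a set limit, near the screen mean plus 3 SD, cut at about 150% in these data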;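 also: ratio of well median GFP fluorescence to mean of DMSO wells on the plate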
LAP4-GFP MLPCN: yeast TOR pathway LAP4-GFP modulation. 320,000 compounds, 0.34% hits. GFP response vs DMSO, % at 10 µM. S. cerevisiae LAP4-GFP multiplex, flow cytometry GFP, 3 h; median GFP as percent of DMSO wells;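 active = GFP response vs DMSO above a set limit, about the screen mean plus 3 SD, cut at about 150% in these data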
GRK2 inh: inhibitors of human GRK2 displacing RNA aptamer. inhibition of aptamer binding, % at 10 µM. bead flow cytometry, FAM-aptamer displacement from GRK2. 330,000 compounds, 0.59% hits. AID 488847;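 active = inhibition of aptamer binding above 40%, roughly 3 SD of noise, on plates passing a quality check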;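 also: median bead fluorescence of bound FAM aptamer so fluorescent compounds give negative values; no value below 0 was filed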
Target sequence (P25098 whole entry, looked up): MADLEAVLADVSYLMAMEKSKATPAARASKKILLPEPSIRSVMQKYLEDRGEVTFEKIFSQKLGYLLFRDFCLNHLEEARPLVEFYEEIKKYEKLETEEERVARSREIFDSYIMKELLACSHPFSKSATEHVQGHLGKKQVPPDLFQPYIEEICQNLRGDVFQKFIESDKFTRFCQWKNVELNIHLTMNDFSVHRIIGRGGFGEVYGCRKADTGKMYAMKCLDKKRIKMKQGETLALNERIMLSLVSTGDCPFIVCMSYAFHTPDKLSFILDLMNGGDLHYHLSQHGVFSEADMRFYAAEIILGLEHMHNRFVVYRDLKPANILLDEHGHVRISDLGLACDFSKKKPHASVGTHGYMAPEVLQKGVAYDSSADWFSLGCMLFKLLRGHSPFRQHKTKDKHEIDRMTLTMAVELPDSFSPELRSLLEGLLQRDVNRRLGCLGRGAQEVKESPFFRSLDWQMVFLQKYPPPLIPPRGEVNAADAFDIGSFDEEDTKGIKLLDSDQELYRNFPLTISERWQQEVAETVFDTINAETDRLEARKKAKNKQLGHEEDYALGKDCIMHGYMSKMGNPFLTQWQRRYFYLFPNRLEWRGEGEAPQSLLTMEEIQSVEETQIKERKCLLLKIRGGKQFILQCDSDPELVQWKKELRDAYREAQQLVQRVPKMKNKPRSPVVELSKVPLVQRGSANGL
MEP2-GFP yeast: alters MEP2-GFP fluorescence in TOR pathway yeast screen; S. cerevisiae MEP2-GFP strain, flow cytometry GFP, 3 h; 100% = DMSO control level; GFP response vs DMSO, % at 10 µM; 330,000 compounds, 0.51% hits;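 active = GFP response versus DMSO above a set limit, roughly screen mean plus 3 SD, cut at about 180% in these data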;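 also: median GFP fluorescence of the barcode-gated MEP2-GFP cells per well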
* marks the source's active call; other numbers are inactive results; · = no result given.

Sample of the layout:
SMILES	RPL19A TOR yeast	Yeast superoxide	AGP1-GFP MLPCN	VLA-4 inh	CIT2 TOR yeast	LAP4-GFP MLPCN	GRK2 inh	MEP2-GFP yeast
O=C1OC(N2CCN(c3ccccn3)CC2)c2ccccc21 (stereo not drawn)	105	100	103	-8	99	97	0	103
Cc1cc[n+](-c2nc3ccccc3nc2[N-]S(=O)(=O)c2cccs2)cc1C	109	99	108	1	103	109	6	106
CCC(C)Sc1nc2c(c(=O)[nH]c(=O)n2C)n1CC(O)COc1cccc2ccccc12 (stereo not drawn)	100	86	101	6	114	98	1	100
Cc1nc(-c2ccccc2)[nH]c(=O)c1Oc1ccc(Cl)cc1Cl	100	101	98	-10	112	97	0	99
CCN1N=C(C)C=C(c2ccccc2)n2c1nc1ccccc12	98	97	107	4	100	104	0	102
O=C(CCCN1C(=O)/C(=C/c2ccc(F)cc2)SC1=S)NC1CCS(=O)(=O)C1 (stereo not drawn)	94	126	81	18	111	96	5	98
Cc1ccc(OC(C)C(=O)Nc2cc(C)on2)cc1 (stereo not drawn)	96	96	99	36	89	102	0	96
Cc1ccc(C)c(-n2cc(CN3CCCN(C=O)CC3)c(-c3ccccc3)n2)c1	92	96	98	-11	98	105	0	95
COc1ccc(CC(=O)OCC(=O)c2ccc(OC)c(OC)c2)cc1	95	86	96	17	96	90	2	90
C/C(CC(=O)NC12CC3CC(CC(C3)C1)C2)=N\NC(=O)c1cnccn1	115	105	134	1	102	112	1	109
CCCCSc1nnc(CSc2nc3nc(C)cc(C)n3n2)o1	99	121	101	-7	103	111	0	106
Cc1cc(C)c(OCCOCCN2CCCC2)c(C)c1	98	112	·	4	·	·	0	102
NNC(=S)NC1CC2CC1C1C=CCC21 (stereo not drawn)	95	102	117	1	98	138	1	103
CCOc1ccc(C2N(c3cc(C)on3)C(=O)C3CCCN32)cc1OC (stereo not drawn)	104	94	108	11	104	100	2	109

Results, from the first entry:
SMILES	RPL19A TOR yeast	Yeast superoxide	AGP1-GFP MLPCN	VLA-4 inh	CIT2 TOR yeast	LAP4-GFP MLPCN	GRK2 inh	MEP2-GFP yeast
O=C1OC(N2CCN(c3ccccn3)CC2)c2ccccc21 (stereo not drawn)	105	100	103	-8	99	97	0	103
Cc1cc[n+](-c2nc3ccccc3nc2[N-]S(=O)(=O)c2cccs2)cc1C	109	99	108	1	103	109	6	106
CCC(C)Sc1nc2c(c(=O)[nH]c(=O)n2C)n1CC(O)COc1cccc2ccccc12 (stereo not drawn)	100	86	101	6	114	98	1	100
Cc1nc(-c2ccccc2)[nH]c(=O)c1Oc1ccc(Cl)cc1Cl	100	101	98	-10	112	97	0	99
CCN1N=C(C)C=C(c2ccccc2)n2c1nc1ccccc12	98	97	107	4	100	104	0	102
O=C(CCCN1C(=O)/C(=C/c2ccc(F)cc2)SC1=S)NC1CCS(=O)(=O)C1 (stereo not drawn)	94	126	81	18	111	96	5	98
Cc1ccc(OC(C)C(=O)Nc2cc(C)on2)cc1 (stereo not drawn)	96	96	99	36	89	102	0	96
Cc1ccc(C)c(-n2cc(CN3CCCN(C=O)CC3)c(-c3ccccc3)n2)c1	92	96	98	-11	98	105	0	95
COc1ccc(CC(=O)OCC(=O)c2ccc(OC)c(OC)c2)cc1	95	86	96	17	96	90	2	90
C/C(CC(=O)NC12CC3CC(CC(C3)C1)C2)=N\NC(=O)c1cnccn1	115	105	134	1	102	112	1	109
CCCCSc1nnc(CSc2nc3nc(C)cc(C)n3n2)o1	99	121	101	-7	103	111	0	106
Cc1cc(C)c(OCCOCCN2CCCC2)c(C)c1	98	112	·	4	·	·	0	102
NNC(=S)NC1CC2CC1C1C=CCC21 (stereo not drawn)	95	102	117	1	98	138	1	103
CCOc1ccc(C2N(c3cc(C)on3)C(=O)C3CCCN32)cc1OC (stereo not drawn)	104	94	108	11	104	100	2	109
COC(=O)c1cc(Cl)c(NC(=O)/C=C/c2ccc(Cl)cc2Cl)cc1OC	102	77	108	-2	107	91	0	106
c1ccc(CN2CCN(CCOCCOc3cccc4ccccc34)CC2)cc1	94	92	101	-2	98	100	0	95
CC(=O)Nc1ccc(NC(=O)C(C)Sc2n[nH]c(-c3ccc(C)cc3)n2)cc1 (stereo not drawn)	100	101	110	4	103	105	0	108
O=C(c1ccccc1Nc1ccc(SC(F)F)cc1)N1CCCCCC1	98	112	98	5	93	106	2	99
COc1ccc(CCNC(=O)Cn2c(=O)oc3ccccc32)cc1OC	102	92	97	0	106	104	4	110
CC(=O)Nc1ccc(Cc2nc3c([nH]2)c(=O)n(C)c(=O)n3C)cc1	105	99	99	10	105	91	0	107
C=CCc1ccc(OCC(O)CN2CCCCC2)c(OC)c1 (stereo not drawn)	107	102	106	-5	103	102	0	108
CSc1nc(Oc2ccc(F)cc2F)cc(C(F)(F)F)n1	96	110	98	17	98	102	0	96
CN(CCc1ccccc1)C(=O)CCc1nnc(Cc2ccc3c(c2)OCO3)o1	96	112	97	0	93	98	2	105
CCn1c(COc2cccc3cccnc23)nnc1SCC(=O)O	103	90	102	2	108	99	0	106
CC(=O)Nc1ccc(S(=O)(=O)NCCC(=O)NCCc2ccc(F)cc2)cc1	106	87	109	-4	113	104	1	106
Cc1ccc(N2C(=O)C3C4CC(=O)C(c5ccccc54)C3C2=O)cc1C (stereo not drawn)	101	104	100	4	96	106	0	98
CC(=O)N1c2ccc(S(=O)(=O)N3CCC(C(=O)Nc4cccc(C)c4)CC3)cc2CC1C (stereo not drawn)	102	99	103	1	102	103	0	100
Cc1ccc(C(=O)OCc2nnc(-c3ccccc3)o2)cc1S(=O)(=O)N1CCOCC1	96	123	101	8	92	104	3	101
CCCCCN(C(=O)CCC(=O)OCc1ccc(C(C)(C)C)cc1)c1c(N)n(CCCC)c(=O)[nH]c1=O	70	102	96	5	101	88	0	98
COc1ccc(C2c3ccc(O)cc3Oc3ncn4nc(-c5ccccn5)nc4c32)cc1 (stereo not drawn)	97	99	88	-11	90	86	0	102
COc1ccc(OCC(=O)O/N=C(\N)Cc2ccc(Cl)cc2)cc1	104	107	101	6	96	124	7	106
COc1ccccc1Nc1nc(NCc2ccco2)c2ccccc2n1	92	99	103	6	89	102	0	96
O=C(COC(=O)CCC(=O)c1cccs1)NCCc1ccccc1	98	135	100	14	98	95	3	98
CSc1nc2c(c(=O)[nH]c(=O)n2C)n1Cc1ccccc1	99	97	99	6	97	89	0	103
COc1cc(OC)cc(C(=O)N2c3ccc(F)cc3CCC2C)c1 (stereo not drawn)	97	91	92	3	81	82	1	96
COc1cccc(C(C(=O)NC2CCCC2)N(C(=O)c2ccco2)c2ccccc2F)c1OC (stereo not drawn)	105	92	103	8	103	96	1	101
O=C(O)C1CCCN(S(=O)(=O)c2cccs2)C1 (stereo not drawn)	95	97	100	10	105	107	0	103
Cc1ccc(-n2nc3c(N4CCC(C(=O)N5CCC(C(N)=O)CC5)CC4)nnc(C)c3c2C)cc1	97	77	97	24	102	91	0	103
O=S(=O)(/C=C/c1ccccc1)NCc1ccccc1Cl	102	111	96	6	91	99	0	94
CCCCC/S(CC1CC1(Cl)Cl)=N\S(=O)(=O)c1ccc(C)cc1 (stereo not drawn)	98	100	102	11	96	105	2	94
CCn1c(=O)c(CCC(=O)N2CCOCC2)c(C)c2c(C)nn(-c3ccccc3)c21	94	108	91	9	101	98	0	124
COc1nc(-c2ccc(Cl)cc2Cl)nc2ccccc12	101	124	98	7	96	94	4	101
Cc1cc(C)n(C(=O)c2ccc(NC(=O)C3COc4ccccc4O3)cc2)n1 (stereo not drawn)	94	109	81	4	76	116	0	96
CCOc1ccc(C(=O)COC(=O)c2nc3nccc(C)n3n2)cc1	100	88	102	9	103	100	0	99
O=c1[nH]cccc1-c1nc2ccccc2n1Cc1ccc(F)cc1	100	104	102	11	104	91	2	103
Cc1ccc(S(=O)(=O)N2CCC(C(=O)N[C@@H](C)C(=O)NCc3ccco3)CC2)cc1	95	107	95	4	93	101	1	95
CCN1CCN(CCCOc2ccccc2-c2ccccc2)CC1	98	126	98	7	101	94	0	102
CSCCC(NC(=O)c1ccc(C(C)(C)C)cc1)C(=O)O (stereo not drawn)	93	92	92	-2	99	86	0	93
COc1ccc(CNc2ncnc3c2[nH]c2ccccc23)cc1	104	94	111	-7	102	112	0	110
COc1ccc(Cl)cc1NC(=O)NNC(=O)c1ccccn1	110	99	96	0	98	90	5	103
The list goes on.
SMILES	RPL19A TOR yeast	Yeast superoxide	AGP1-GFP MLPCN	VLA-4 inh	CIT2 TOR yeast	LAP4-GFP MLPCN	GRK2 inh	MEP2-GFP yeast
CCOc1ccc(Nc2cc(=O)[nH]c(=O)[nH]2)cc1	101	107	99	-2	106	93	0	107
COCCCNC(=O)Cn1nnc(-c2ccc(NC(=O)c3ccc(F)cc3)cc2)n1	93	99	91	7	91	94	0	100
C/C(CC(=O)Nc1ccc2c(c1)OCCO2)=N\NC(=O)COc1ccccc1C	100	109	95	4	89	85	1	104
Cc1c(C(=O)NC2CCCc3ccccc32)oc2ccccc12 (stereo not drawn)	102	94	102	-2	95	108	0	103
O=C(COc1ccccc1Br)NCCc1nc2ccccc2[nH]1	98	85	98	8	98	94	2	101
Cc1ccccc1Cn1c(=N)n(CC(=O)c2ccco2)c2ccccc21	95	96	105	18	104	103	0	99
CCN(CC)C(=O)c1c(-c2ccccc2)oc2ccc(O)cc12	102	108	85	1	91	95	0	107
CC(C)CNC(=O)c1ccccc1NC(=O)Nc1ccccc1	98	113	103	8	104	99	0	99
O=C(OCc1cc2ccccc2[nH]c1=O)c1ccccc1	101	90	95	2	105	116	0	103
Cc1cc(C)nc(/N=c2/ssnc2Cl)c1	81	106	100	28	77	188*	2	102
COC(=O)CSc1nnc(-c2cccnc2)n1-c1cc(OC)cc(OC)c1	94	96	98	12	101	91	0	97
COCCCC1CCN(Cc2cn[nH]c2-c2cc(OC)c(OC)c(OC)c2)CC1	97	106	98	-1	92	95	1	94
COc1ccc(O)c(C(=O)c2cnn(-c3ccccc3)c2)c1	110	77	105	8	108	103	5	108
CCOC(=O)C1=C(C)NC(C)=C(C(=O)OCC)C1c1ccco1	99	108	107	19	95	107	2	103
Cc1cc(C)nc(NS(=O)(=O)c2ccc(NC(=S)NC(=O)c3ccco3)cc2)n1	99	95	108	0	108	95	1	95
Cc1cc(C)nc(Nc2nc(-c3ccccc3)cs2)n1	104	97	102	17	95	98	0	104
CN(CC(=O)Nc1sc2c(c1C#N)CCCCC2)Cc1nc2ccccc2c(=O)[nH]1	102	97	105	22	93	107	1	106
